Screening data: PubChem, National Center for Advancing Translational Sciences (NCATS)
TGFb SMAD3 inh: blocks TGF-b signaling. HepG2 CAGA-GFP TGF-b/SMAD3 reporter, GFP fluorescence, 18 h; TGF-beta stimulated, 500 pg/mL final. Potency, µM (titrated, usually from 46.1 µM), for the others: at the highest dose activity, negative = inhibition, hits mostly inhibitors. AID 588855. 410,000 compounds, 1.2% hits; note: potency is the fitted concentration of half-maximal effect; % is set by controls: 0 for no effect and ±100 for the full control effect; nearly all actives have a fitted effect of over 65% in size
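Cell-based qHTS in HEPG2 carrying a CAGA-GFP Smad reporter; compounds added before 500 pg/mL final TGF-beta, 18 h incubation at 37 degrees C, GFP fluorescence quantified per cell by imaging cytometry.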
A549 tox: counter-screen for Nrf2 inhibitors: cytotoxicity in A549 cells; 390,000 compounds, 0.16% hits; AID 504648; A549 ARE-Fluc cells, CellTiter-Fluor viability, 18-24 h; Potency, µM (doses to about 46 µM), without a hit: at the top dose activity change, negative = cytotoxicity, hits mostly inhibitors; note: potency is the fitted concentration of half-maximal effect; % is set by controls: 0 for no effect and ±100 for the full control effect
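A549 ARE_Fluc cells in 5% FBS OPTI-MEM were exposed to compounds in concentration-response for 18-24 h at 37 deg C. Viability was read by CellTiter-Fluor fluorescence (Ex 405/Em 525) after 30 min, before the luciferase read.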
Nrf2 ARE act: activates Nrf2 signaling. AREc32 ARE-luciferase reporter (MCF7-derived line), luminescence, 24 h. Potency, µM (highest dose often 46.1 µM), without a hit: at the highest dose activation, most hits filed as activators. 410,000 compounds, 0.31% hits. AID 624171; note: potency is the fitted concentration of half-maximal effect; % of control where 0% means no effect; nearly all actives have a fitted effect of over 65% in size
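AREc32_Fluc, 1000 cells/well, OPTI-MEM + 5% FBS, o/n 37 deg C 5% CO2; 23 nL cpd by pin tool, 24 hr; Steady-Glo 30 min RT, luminescence.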
Nrf2 inh: inhibitors of Nrf2 signaling | Potency, µM (series often up to 46 µM), inactives show at the highest dose activity change, negative = inhibition, usual class: inhibitors | A549 ARE-Fluc reporter, luciferase luminescence, 18-24 h | 360,000 compounds, 2.1% hits; note: potency is the fitted concentration of half-maximal effect; % is set by controls: 0 for no effect and ±100 for the full control effect; nearly all actives have a fitted effect of over 60% in size
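A549 ARE_Fluc cells, 5000/well, 5% FBS OPTI-MEM; compounds in dose-response, 18-24 h at 37 °C/5% CO2; CellTiter-Fluor viability read (Ex 405/Em 525), then BugLite luciferase luminescence = Nrf2 activity.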
CCT modulator: modulators of cytosolic chaperonin (CCT/TRiC) activity; purified chaperonin ATPase assay, HTRF ADP detection, 30 min; activity change, % (concentration not given with the values), hits read low; 360,000 compounds, 0.3% hits; AID 651819; in the data active = activity change below about -30%; note: % is set by controls: 0 for no effect and ±100 for the full control effect
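Nucleotide hydrolysis assay: TRiC at 20–40 nM final (set by batch activity) with 10 uM ATP, 30 min at 37 °C, in presence of 76 uM compound. Detection by competitive ADP HTRF, 30 min ambient.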
pAkt inh: Akt phosphorylation inhibition; Neuro2A IGF-stimulated pAkt S473 HTRF, 20 min; stronger effect = lower value; activity change, % for hits at 50 µM; 360,000 compounds, 0.32% hits; in the data active = activity change below about -80%; inconclusive = mostly about -51% to -80%; note: % is set by controls: 0 for no effect and ±100 for the full control effect
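Neuro2A cells (4,500/well, DMEM with 0.5% FBS) were treated with compound at a single 50 µM final concentration, stimulated with 6 nM IGF for 20 min at 37 °C, and lysed. Phospho-Akt Ser473 was read by HTRF as 665/615 ratio ×10^4.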
MmCpn inh: M. maripaludis TRiC chaperonin inhibition; Potency, µM (titrated, usually from 76.9 µM), inactives show at the top dose activity, negative = inhibition, usual class: inhibitors; purified Mm-Cpn ATPase, ADP Transcreener TR-FRET; 330,000 compounds, 0.031% hits; AID 504842; note: potency is the fitted concentration of half-maximal effect; % is set by controls: 0 for no effect and ±100 for the full control effect; nearly all actives have a fitted effect of over 80% in size
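Purified archaeal Mm-CPN (25nM final) preincubated 10 min at 37degC with compound, then 10uM ATP for 30 min at 37degC; ADP measured by HTRF Transcreener TR-FRET; buffer 30 mM TRIS pH 7.4, 100mM KCl, 5mM MgCl2, 1mM DTT.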
EPAC2 antagonist: EPAC2 (human) antagonism; EPAC2 GEF exchange of Rap1B-BODIPY-GDP, fluorescence; Potency, µM (series often up to 114 µM), inactives show top-dose activity, negative = inhibition, most hits filed as inhibitors; 360,000 compounds, 0.18% hits; AID 720708; note: potency is the fitted concentration of half-maximal effect; % is set by controls: 0 for no effect and ±100 for the full control effect; nearly all actives have a fitted effect of over 45% in size; many of its hits are not listed in these tables
Target sequence (Q8WZA2 whole entry, looked up): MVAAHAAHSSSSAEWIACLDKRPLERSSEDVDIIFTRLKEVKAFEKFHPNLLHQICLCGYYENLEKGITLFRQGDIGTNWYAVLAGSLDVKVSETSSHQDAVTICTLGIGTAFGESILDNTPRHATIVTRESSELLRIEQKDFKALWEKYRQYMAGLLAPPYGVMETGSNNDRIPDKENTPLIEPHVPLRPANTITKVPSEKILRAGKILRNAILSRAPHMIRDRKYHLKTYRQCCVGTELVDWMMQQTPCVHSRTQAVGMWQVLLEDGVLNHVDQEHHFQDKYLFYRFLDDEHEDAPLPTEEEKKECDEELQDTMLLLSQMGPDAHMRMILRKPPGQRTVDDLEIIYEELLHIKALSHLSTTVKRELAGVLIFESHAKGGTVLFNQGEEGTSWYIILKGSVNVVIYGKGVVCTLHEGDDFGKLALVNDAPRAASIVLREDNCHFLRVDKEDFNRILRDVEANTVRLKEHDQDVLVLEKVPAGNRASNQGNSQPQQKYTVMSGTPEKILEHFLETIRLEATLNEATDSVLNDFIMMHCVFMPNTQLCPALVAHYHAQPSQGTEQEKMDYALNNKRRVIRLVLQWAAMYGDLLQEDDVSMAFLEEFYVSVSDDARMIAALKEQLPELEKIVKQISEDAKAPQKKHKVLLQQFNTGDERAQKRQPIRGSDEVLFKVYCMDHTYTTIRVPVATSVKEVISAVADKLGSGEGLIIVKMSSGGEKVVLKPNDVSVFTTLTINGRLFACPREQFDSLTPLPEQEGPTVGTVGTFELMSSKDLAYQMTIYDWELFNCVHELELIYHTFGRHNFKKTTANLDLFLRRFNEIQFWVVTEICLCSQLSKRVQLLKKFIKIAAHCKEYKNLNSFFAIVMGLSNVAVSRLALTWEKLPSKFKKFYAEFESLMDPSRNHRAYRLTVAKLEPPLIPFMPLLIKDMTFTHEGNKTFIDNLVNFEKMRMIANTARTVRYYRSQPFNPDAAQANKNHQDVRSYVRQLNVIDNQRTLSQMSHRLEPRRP
EPAC2 ag: activates human EPAC2 exchange factor. Q8WZA2. EPAC2 activation, biochemical qHTS; response scale: 100% = 6.5 mM cAMP response. Potency, µM (highest dose often 154 µM), without a hit: top-dose activation, hits mostly activators. 360,000 compounds, 0.079% hits. AID 720711; note: potency is the fitted concentration of half-maximal effect; nearly all actives have a fitted effect of over 50% in size
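Each well held 100 nM EPAC2, 250 nM RAP1B-BODIPY-GDP and 50 uM GDP. Fluorescence, read at 5-min intervals to 30 min, was referenced to a 6.5 mM cAMP positive control.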
An asterisk follows results filed as active; i = inactive; ? = inconclusive; nt = no result given; [ ] = another dose, or the depositor's remark. Unless noted, calls come from the whole dose curve; as a rule, active = well fitted curve in the direction sought with a large enough effect; inconclusive = small, poorly fitted or top-dose-only effect, or another doubt; inactive = no such curve, though single readings can be large; an effect the other way counts as inactive or inconclusive. An excerpt; the hit share may differ from the screen's.

Structure | EPAC2 antagonist | Nrf2 inh | CCT modulator | pAkt inh | MmCpn inh | A549 tox | EPAC2 ag | Nrf2 ARE act | TGFb SMAD3 inh
CCSc1nnc(NC(=O)c2nn(C(C)C)c(=O)c3ccccc23)s1 | 6% | ? | 0.5 | i | -2% | -15% | 5% | 4.0% | -15%
O=C(NCc1cccs1)C1CCC(CNS(=O)(=O)c2ccccc2)CC1 (stereo not drawn) | 4% | -20% | -2.2 | i | -2% | 1% | 13% | 0.1% | 14%
CCn1cc(C(=O)NCc2ccccc2)c(=O)c2cc(F)c(N3CCN(C(=O)c4ccco4)CC3)cc21 | -12% | nt | 0.3 | i | 0% | ? | -8% | -0.8% | 20µM*
Cc1ccc(NC(=O)CCS(=O)(=O)c2cc3[nH]c(=O)c(=O)[nH]c3cc2C)cc1 | 1% | 11% | -1.0 | i | 1% | 1% | 13% | -0.3% | -1%
O=C1CN(C(=O)COC(=O)CCS(=O)(=O)c2ccccc2Cl)c2ccccc2N1 | 6% | -3% | 1.0 | i | 1% | 1% | 3% | ? | ?
CN(CCO)S(=O)(=O)c1ccc2c(c1)C(=O)c1cc(S(=O)(=O)N(C)CCO)ccc1-2 | 1% | 7% | -3.5 | i | 1% | -6% | 12% | -1.0% | -3%
CC1(C)CC(=O)C2=C(C1)N(c1ccc(F)cc1)C(N)=C(C#N)C2c1cccs1 (stereo not drawn) | -4% | -14% | -2.1 | i | 0% | -10% | -16% | -0.5% | 11%
Cc1ccc(NS(=O)(=O)c2ccc3oc(=O)ccc3c2)cc1Cl | -20% | ? | -3.5 | i | -4% | 3% | 13% | 2.8% | ?
Nc1nonc1-n1nnc(C(=O)N/N=C/c2ccc(OCc3ccccc3F)cc2)c1CNc1ccccc1 | 1% | 18% | 1.1 | i | -1% | 3% | 5% | 3.0% | -2%
Nc1[nH]c(C(=O)c2ccccc2)c(-c2ccc(Br)cc2)c1C(=O)c1cccs1 | -18% | nt | -0.1 | i | nt | nt | 6% | 3.9% | nt
C/C(=N\NC(=O)c1ccc(CSc2nncn2C)cc1)c1ccc2ccccc2c1 | 13% | 5% | 0.6 | i | 1% | 19% | 8% | 0.6% | -16%
COc1cc(C(=O)NCCOc2ccccc2C)c(Br)c(OC)c1OC | -6% | 1% | 0.4 | i | 1% | -1% | 12% | -0.3% | 0%
COc1cc(CNc2ccc(S(N)(=O)=O)cc2)ccc1OCc1ccccc1F | ? | ? | -1.4 | i | nt | -26% | 15% | 2.4% | -17%
C=CCNc1nc(Nc2ccccc2F)nc(OCC)n1 | -10% | ? | -5.5 | i | 0% | 12% | 5% | 4.2% | 0%
Clc1cccc(Nc2nc(-c3ccncc3)nc3ccccc23)c1 | 17% | ? | 3.5 | i | -1% | -14% | -2% | 0.0% | 2%
COc1ccc(-c2noc3c2-c2nc(-c4c(F)cccc4F)sc2CC3)cc1 | -6% | ? | -1.3 | i | -11% | 0% | 8% | 0.0% | 13%
CC(C)=CCC12Oc3cc(O)ccc3C1(O)Oc1cc3c(c(O)c1C2=O)C=CC(C)(C)O3 (stereo not drawn) | ? | -18% | -2.2 | i | nt | -2% | 5% | 0.7% | ?
Cn1nnnc1SCCNCc1cccc2ccccc12 | 4% | 7% | 0.7 | i | -2% | 17% | 11% | 0.3% | 0%
COc1ccc(NC(=O)CCC(=O)c2cc(C)sc2C)cc1 | 13% | -5% | -43* | i | -4% | -1% | 11% | -1.0% | 0%
CCOC(=O)C1CCCc2c1[nH]c1c(C(=O)O)cccc21 (stereo not drawn) | 12% | 1% | 2.9 | i | -5% | 0% | 5% | -0.3% | -20%

The last 3 compounds of the section before lead into the next:
Structure | EPAC2 antagonist | Nrf2 inh | CCT modulator | pAkt inh | MmCpn inh | A549 tox | EPAC2 ag | Nrf2 ARE act | TGFb SMAD3 inh
Cn1nnnc1SCCNCc1cccc2ccccc12 | 4% | 7% | 0.7 | i | -2% | 17% | 11% | 0.3% | 0%
COc1ccc(NC(=O)CCC(=O)c2cc(C)sc2C)cc1 | 13% | -5% | -43* | i | -4% | -1% | 11% | -1.0% | 0%
CCOC(=O)C1CCCc2c1[nH]c1c(C(=O)O)cccc21 (stereo not drawn) | 12% | 1% | 2.9 | i | -5% | 0% | 5% | -0.3% | -20%
C=C1C(O)C[C@H]2C(=C)CCC3[C@H](OC(=O)[C@]3(O)CO)[C@@H]12 (stereo partly drawn) | 4% | -18% | -1.6 | i | 0% | -2% | 9% | -0.4% | -4%
N#C/C(=C\Nc1ccc2cn[nH]c2c1)c1nc(-c2ccccc2)cs1 | 2% | -10% | 0.8 | i | 2% | 2% | 0% | 3.0% | 0%
O=C(NCc1cc(C(F)(F)F)cc(C(F)(F)F)c1)C1CC(c2cccc([N+](=O)[O-])c2)=NO1 (stereo not drawn) | -2% | 6% | -2.2 | i | -1% | -3% | -12% | 5.4% | -3%
O=CN1CCN(C(=O)c2ccccc2Cl)CC1 | 1% | 2% | -2.8 | i | -2% | 0% | 23% | 0.1% | 2%
COC(=O)COc1ccc(=O)n(-c2ccccc2)n1 | 1% | 9% | -0.2 | i | -1% | -7% | -3% | 0.1% | -26%
Cc1nc(SCc2ccc(Cl)c(Cl)c2)n[nH]1 | -16% | 12% | -1.4 | i | 1% | 0% | 4% | 3.4% | 0%
COc1ccc(O)c(C(=O)c2cnn(S(=O)(=O)c3ccc(C)cc3)c2)c1 | 0% | 9% | -0.9 | i | 1% | 2% | 17% | -0.6% | -9%
O=C(Cn1c(=O)n(Cc2ccco2)c(=O)c2sc3ccccc3c21)Nc1ccccc1C(F)(F)F | nt | 11% | nt | nt | nt | -1% | nt | 4.5% | -13%
Cc1ccc(CNC(=O)CN(Cc2cccs2)C(=O)C2(C)CC(=O)N=C3C=CC=CN32)cc1 (stereo not drawn) | 1% | 1% | -1.3 | i | -5% | 5% | -13% | -0.7% | 2%
CCCc1nc2ccccc2c(=O)n1CCc1ccccc1 | 2% | -15% | -2.0 | i | 2% | -13% | 7% | 0.7% | -1%
O=C(Cn1ncc2c3ccccc3n(Cc3ccccc3F)c2c1=O)NCCCc1ccccc1 | nt | -17% | nt | nt | nt | -8% | nt | -0.9% | -20%
CC(NC(=O)c1ccccc1NC(=O)CN1CCc2ccccc2C1)c1ccccc1 (stereo not drawn) | -20% | ? | 0.6 | i | -7% | -4% | 11% | 1.9% | -1%
COc1ccc(C(=O)CCN2CCN(c3ccccc3F)CC2)cc1 | 2% | 0% | -1.8 | i | -2% | 6% | 7% | -2.1% | ?
COc1ccc(NC(=O)C2CCN(S(=O)(=O)c3c(C)noc3/C=C/c3ccco3)CC2)cc1 | nt | 17% | nt | nt | nt | 5% | nt | 13% | ?
COc1ccc(OC)c(S(=O)(=O)N(C)CC(=O)N2CCOCC2)c1 | 3% | 0% | 1.7 | i | -1% | 6% | 2% | -0.9% | -1%
COc1cc(S(=O)(=O)Nc2ccc(C)cc2)ccc1NC(=O)c1ccncc1 | -2% | 15% | -1.0 | i | 2% | 0% | 0% | -0.3% | 0%
CCCOc1ccc(N2CC(C(=O)Nc3ccccn3)CC2=O)cc1 (stereo not drawn) | 6% | 2% | 1.2 | i | 0% | 4% | -22% | -0.3% | 6%
COc1ccc(NS(=O)(=O)c2ccc3oc(=O)c4[nH]c(=O)c(=O)n(C)c4c3c2)cc1 | -7% | 2% | -1.3 | nt | 0% | ? | 4% | -0.2% | 24%
CCOC(=O)c1nnc(-c2ccccc2)nc1Sc1c(Cl)cccc1Cl | 3% | nt | 0.4 | i | -1% | 4% | 5% | 2.7% | 10µM*
CCCCc1c(C)nc2c(-c3ccc(Cl)cc3)c(C)[nH]n2c1=O | nt | 5.8µM* | nt | nt | nt | -6% | nt | -0.3% | ?
OCCOCCn1c(C(CO)Nc2nc(-c3ccccc3Br)cs2)nc2ccccc21 (stereo not drawn) | -6% | 4% | -1.4 | i | nt | 0% | 13% | 2.8% | -2%
Cc1c(Cl)cccc1NC(=O)CCn1nc(C)c2c(C)n(-c3ccccc3)nc2c1=O | nt | 18% | nt | nt | nt | 10% | nt | -0.5% | 0%
Nc1ccnn1Cc1ccc(Br)s1 | 9% | -2% | -3.5 | i | 0% | -1% | -2% | -0.6%[9.22 µM] | ?
CCN(CC(=O)NCc1cccs1)C(=O)c1cc(S(=O)(=O)N2CCOCC2)ccc1C | 12% | 3% | 2.2 | i | 0% | 7% | 5% | -1.4% | 10%
CCOC(=O)C1CN(S(=O)(=O)c2ccc(C)cc2)CCN1S(=O)(=O)c1ccc(C)cc1 (stereo not drawn) | -5% | ? | 0.4 | i | 0% | -3% | 9% | 2.5% | -4%
COc1ccc(NC(=O)c2nnn(Cc3nc(-c4cc(OC)c(OC)c(OC)c4)oc3C)c2C)cc1 | nt | -2% | nt | nt | nt | 3% | nt | -0.2% | 23%
O=C1COc2ccccc2N1Cc1ccccc1Cl | 2% | 6% | 0.1 | i | 1% | -12% | 11% | -0.2% | -7%
Cc1ccc(NC(=O)c2ccc(-c3cc(Cl)ccc3Cl)o2)c(C)c1 | 1% | nt | -2.2 | i | nt | nt | 7% | 2.4% | -21%
